# From PubChem
# TRb SRC2 PPI – qHTS for Inhibitors of the Interaction of Thyroid Hormone Receptor and Steroid Receptor Coregulator 2; Thyroid hormone receptor beta (Homo sapiens), P10828; Potency, µM (doses to about 106 µM), inactives show at the top dose activity change, negative = inhibition, actives largely listed as inhibitors; TRbeta-SRC2 peptide binding, fluorescence polarization; receptor liganded with 1 µM T3; 280,000 compounds, 0.065% hits; AID 1469, 2008;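 further: plate controls were bound peptide for no effect and peptide without receptor for full effect; nearly all actives have a fitted effect of over 50% in size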
#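 Decrease in fluorescence polarization of 20 nM Texas Red SRC2 coactivator peptide flagged inhibition of its binding to 0.6 uM TRb LBD; 1 uM T3 included, incubation 5 hr, ex 555/em 632 nm.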
# JMJD2E inh – qHTS Assay for Inhibitors of Human Jumonji Domain Containing 2E (JMJD2E); Potency, µM (titrated, usually from 57.1 µM), for inactives: at the highest dose activity change, negative = inhibition, hits mostly inhibitors; JMJD2E catalytic domain, FDH-coupled NADH fluorescence (FDH is formaldehyde dehydrogenase); 230,000 compounds, 1.6% hits; Lysine-specific demethylase 4E (Homo sapiens), B2RXH2; active means well fitted inhibition curve with a large enough effect, not every such curve was filed as active; inconclusive means small, poorly fitted or top-dose-only effect, or another doubt; inactive means no such curve, though single readings can be large or run the other way;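 further: 0% = wells with enzyme and -100% = buffer wells without enzyme; nearly all actives have a fitted effect of over 50% in size; many of its hits are not listed in these tables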
# Target sequence (B2RXH2 1-337 limits assumed): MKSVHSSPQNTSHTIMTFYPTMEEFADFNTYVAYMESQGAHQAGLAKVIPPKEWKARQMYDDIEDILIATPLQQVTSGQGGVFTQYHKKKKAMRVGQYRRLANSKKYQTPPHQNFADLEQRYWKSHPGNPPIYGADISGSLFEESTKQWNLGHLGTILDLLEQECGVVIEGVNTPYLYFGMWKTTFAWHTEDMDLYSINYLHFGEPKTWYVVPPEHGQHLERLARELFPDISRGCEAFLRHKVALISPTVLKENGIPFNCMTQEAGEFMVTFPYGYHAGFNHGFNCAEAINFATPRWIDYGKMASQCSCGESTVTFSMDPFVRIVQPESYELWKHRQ
# TR SRC2 fluor cs – Total Fluorescence Counterscreen for Inhibitors of the Interaction of Thyroid Hormone Receptor and Steroid Receptor Coregulator 2. Potency, µM (series often up to 106 µM), inactives show at the top dose fluorescence change, negative = quenching. 280,000 compounds, 0.29% hits. TRb/SRC2 Texas Red total fluorescence interference; active means well fitted curve in either direction with a large enough effect; inconclusive means small, poorly fitted or top-dose-only effect; further: on the % scale 0 is the no-effect control and ±100 the full control effect
#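 Human TRβ ligand-binding domain (0.6 uM) and Texas Red SRC2 peptide (20 nM) in Tris buffer with 1 uM T3 and 5% DMSO were incubated with pinned compound for 5 hr at ambient temperature. Total fluorescence was computed as S + 2P (555/632 nm).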
# ALDH1A1 inh – qHTS Assay for Inhibitors of Aldehyde Dehydrogenase 1 (ALDH1A1); Purified ALDH1A1, NADH fluorescence, propionaldehyde substrate; Potency, µM (highest dose often 75.3 µM), without a hit: top-dose activity, negative = inhibition, most hits filed as inhibitors; 220,000 compounds, 7.3% hits; AID 1030, 2008; active means well fitted inhibition curve with a large enough effect, not every such curve was filed as active; inconclusive means small, poorly fitted or top-dose-only effect, or another doubt; inactive means no such curve, though single readings can be large or run the other way;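 further: plate controls were no enzyme wells and a reference inhibitor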
# Target sequence (P00352 whole entry, looked up): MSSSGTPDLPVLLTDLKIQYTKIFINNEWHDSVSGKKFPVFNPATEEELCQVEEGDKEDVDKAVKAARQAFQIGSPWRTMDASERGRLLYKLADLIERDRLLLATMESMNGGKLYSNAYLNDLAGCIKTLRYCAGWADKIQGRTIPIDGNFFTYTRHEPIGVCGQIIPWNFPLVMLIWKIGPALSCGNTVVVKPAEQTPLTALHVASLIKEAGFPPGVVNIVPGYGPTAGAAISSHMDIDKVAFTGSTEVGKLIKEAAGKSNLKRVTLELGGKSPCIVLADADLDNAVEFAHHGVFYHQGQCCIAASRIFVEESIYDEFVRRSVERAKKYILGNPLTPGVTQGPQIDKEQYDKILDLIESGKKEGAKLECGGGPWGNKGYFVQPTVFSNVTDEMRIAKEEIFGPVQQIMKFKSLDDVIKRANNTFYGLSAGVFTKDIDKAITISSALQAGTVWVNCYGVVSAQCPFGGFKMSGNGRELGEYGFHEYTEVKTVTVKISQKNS
# RECQ1 helicase – qHTS Assay for Inhibitors of RecQ-Like Dna Helicase 1 (RECQ1) | ATP-dependent DNA helicase Q1 (Homo sapiens), P46063 | RECQ1 DNA unwinding, red fluorescence kinetic read | Potency, µM (titrated, usually from 57.3 µM), for the others: at the top dose activity, negative = inhibition, actives largely listed as inhibitors | 240,000 compounds, 0.54% hits | AID 2549, 2010;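 further: plate controls were vehicle for no effect and no enzyme for full effect; nearly all actives have a fitted effect of over 30% in size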
#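 50 nM RECQ1T1 preincubated 15 min with compound in Tris pH 8.0 buffer with MgCl2, DTT, Tween-20 and 2.5 ug/ml poly(dI-dC); started with 200 nM TAMRA/BHQ-2 forked duplex and 2 mM ATP. Unwinding read as fluorescence (525/598 nm), two reads 2 h apart.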
# SMN2 splice up – qHTS Assay for Enhancers of SMN2 Splice Variant Expression | 210,000 compounds, 2.8% hits | Potency, µM (titrated, usually from 46.1 µM), without a hit: top-dose activity change, positive = activation, usual class: activators | HEK293 SMN2-luciferase splicing reporter, luminescence, 30-36 h; further: % of control where 0% means no effect; nearly all actives have a fitted effect of over 55% in size
#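 HEK293 cells carry an SMN2 minigene-luciferase reporter in which exon 7 inclusion puts luciferase in frame. Cells were seeded at 2000 cells/well, attached for 10-12 hours, then exposed to compounds for 30-36 hours at 37C before ONE-Glo luminescence.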
# Lamin A splicing – qHTS Assay for Modulators of Lamin A Splicing; 200,000 compounds, 0.01% hits; Potency, µM (titrated, usually from 46.1 µM), without a hit: at the highest dose ratio change, negative = inhibition, usual class: inhibitors; HeLa LMNA splicing GFP/RFP minigene ratio, 48 h; active means well fitted inhibition curve with a large enough effect in the signal ratio, with a control signal flat, not every such curve was filed as active; inconclusive means small, poorly fitted or top-dose-only effect, or effect the other way, or a change in a side signal; the % refers to the signal ratio; further: on the % scale 0 is the no-effect control and ±100 the full control effect
#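 Read-out is the ratio of GFP to DsRed2 object intensity, acquired by 488 nm laser-scanning cytometry on HeLa lamin A-EGFP minigene reporter cells. Compound incubation 48 hrs at 37 °C in Opti-MEM with 2% FBS; DMSO 0.5% final.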
# RGS12 GoLoco inh – qHTS Assay for Inhibitors of RGS12 GoLoco Motif Activity (Red Fluorophore) | Guanine nucleotide-binding protein G(i) subunit alpha-1 (Homo sapiens), P63096 | Potency, µM (titrated, usually from 61.6 µM), for inactives: at the highest dose activity, negative = inhibition, most hits filed as inhibitors | Gai1:RGS12 GoLoco peptide FP, rhodamine, 10 min | 230,000 compounds, 0.44% hits; active means well fitted inhibition curve with a large enough effect, not every such curve was filed as active; inactive means no such curve, though single readings can be large or run the other way; further: on the % scale 0 is the no-effect control and ±100 the full control effect; nearly all actives have a fitted effect of over 30% in size; many of its hits are not listed in these tables
# Starred values were filed as active, the others as inactive; i = inactive; ? = inconclusive; / = not tested or not shown; & = joins results of further samples; ! = repeats disagree; [ ] = another dose, or the depositor's remark. Unless noted, the call rests on the fitted dose curve; in most records, active means well fitted curve in the direction sought with a large enough effect; inconclusive means small, poorly fitted or top-dose-only effect, or another doubt; inactive means no such curve, though single readings can be large; an effect the other way counts as inactive or inconclusive. Potency means the concentration at half of the fitted maximal effect. A portion of the library; rates above refer to the full screens.
SMILES,TRb SRC2 PPI,JMJD2E inh,TR SRC2 fluor cs,ALDH1A1 inh,RECQ1 helicase,SMN2 splice up,Lamin A splicing,RGS12 GoLoco inh
CCOP(=O)(OCC)C(NC(=O)Cc1ccccc1)C(Cl)(Cl)Cl (stereo unspecified),1%,-16%,-7%,8%,-3%,6%,-9%[46 µM],6%
COc1cc2c(c(OC)c1OC)-c1ccc(O)c(=O)cc1[C@@H](NC(C)=O)CC2,-3%,11µM*,-2%,-7%,0%,/,/,10%
CCOc1ccc(C2SCC(=O)Nc3c2c(C)nn3C2CCOC(C)(C)C2)cc1 (stereo unspecified),-3%,-3%,-1%,20%,-7%,0%,13%,4%
CC(=NCc1cccnc1)c1c(O)n(-c2ccccc2C)c(=O)[nH]c1=O,4%,-1%,1%,-6%,-1%,-2%,-6%,-7%
CN1CCN(c2nc(N)cc(=O)[nH]2)CC1,2%,-1%,-4%,/,-3%,/,/,8%
Fc1ccc(C2NCCc3[nH]cnc32)cc1 (stereo unspecified),-2%,-1%,-4%,4%,-8%,1%,-17%,10%
COc1cc(C2NCc3ccccc3-n3cccc32)ccc1O (stereo unspecified),2%,2%,0%,3%,-10%,4%,2%,16%
S=c1[nH]nc(-c2cccs2)n1C1CCCCC1,-8%,?,-3%,/,-8%,/,/,5%
Cc1nc2cc(C(F)(F)F)ccc2n1C1CCN(Cc2nnnn2Cc2ccc3c(c2)OCO3)CC1,3%,2%,-1%,-6%,-2%,-25%,?,-22%
CCOc1cccc(=NC2CCCCC2)c2c(C)n(C)c(C)c12,-3%,8%,3%,/,-1%,/,/,8%
CCC1(C(=O)c2ccc(C)cc2)C2c3ccccc3OC(=O)C21C(=O)O (stereo unspecified),-3%,1%,-1%,/,1%,/,/,7%
CCOc1c(Cl)cc(CNc2ccc(S(N)(=O)=O)cc2)cc1OC,5%,3%,0%,-3%,0%,/,?,-2%
CCc1ccc(N2C(=O)NC(=O)/C(=C\c3cccn3CCOc3ccc(C(C)C)cc3)C2=O)cc1,/,4%,6%,7%,25µM*,-65%[inhibitor],4%,152%[activator]
Cn1c(O)c(C=NCCCNC2CCCCC2)c(=O)n(C)c1=O,-24%,1%,-6%,3%,-1%,-10%,-6%,12%
N#Cc1ccc(OCC(=O)N2CCN(Cc3ccc4c(c3)OCO4)CC2)cc1,-4%,4%,-2%,4%,i,-44%[inhibitor],/,-6%
CCOc1c(Cl)cc(CNCCc2c[nH]c3ccccc23)cc1OC,0%,-17%,0%,3.5µM*,-23%,/,?,11%
Cc1ccc(-n2c(/C=C/c3ccc4c(c3)OCO4)nc3ccccc3c2=O)cc1,-4%,65%[activator],-6%,304%[activator],-15%,-12%,5%,10%
Cc1cccc(CN2CCCC(C(=O)c3cccc(OC(C)C)c3)C2)n1 (stereo unspecified),9%,-11%,-1%,3%,i,-10%,5%[46 µM],8%
Cc1ccc(C(C)C)c(OCC(=O)N2CCN(Cc3nc4cc([N+](=O)[O-])ccc4n3C)CC2)c1,-11%,3%,0%,2%,-1%,-51%[inhibitor],?,9%
CCOC(=O)C1CCN(/C=C2/C(=O)NC(=S)N(c3cccc(OC)c3)C2=O)CC1,3%,8%,0%,0%,6%,-4%,?,63%[activator]

# Given as tab-separated lines: part of the list above.
canonical_smiles	TRb SRC2 PPI	JMJD2E inh	TR SRC2 fluor cs	ALDH1A1 inh	RECQ1 helicase	SMN2 splice up	Lamin A splicing	RGS12 GoLoco inh
S=c1[nH]nc(-c2cccs2)n1C1CCCCC1	-8%	?	-3%	/	-8%	/	/	5%
Cc1nc2cc(C(F)(F)F)ccc2n1C1CCN(Cc2nnnn2Cc2ccc3c(c2)OCO3)CC1	3%	2%	-1%	-6%	-2%	-25%	?	-22%

# (continued)
SMILES,TRb SRC2 PPI,JMJD2E inh,TR SRC2 fluor cs,ALDH1A1 inh,RECQ1 helicase,SMN2 splice up,Lamin A splicing,RGS12 GoLoco inh
O=C1NC(=O)N(c2ccccc2)C(=O)/C1=C/C=C/c1ccco1,-2%,-12%,10%,/,?,/,/,26%
COc1ccc(CCNC2CCCCC2)cc1OC,1%,-2%,-1%,7%,i,0%,1%[46 µM],3%
COc1ccc(-n2cnc3cc(C(=O)N4CCC5(CC4)OCCO5)ccc32)cc1,2%,28%,0%,?,-7%,/,/,10%
O=c1[nH]c(=O)n(Cc2ccccc2)c(O)c1/C=N/Nc1c(F)c(F)c(F)c(F)c1F,-3%,-6%,-3%,0%,15%,/,/,9%
CCC12CN3CCN(CC(C3)C1O)C2 (stereo unspecified),-6%,1%,1%,11%,i,9%,5%,6%
COC(=O)C(c1ccccc1)N1CCCCCC1 (stereo unspecified),9%,-2%,1%,?,-2%,4%,?,-4%
CN(C)c1ccc(/C=C2\C(=O)NC(=O)N(Cc3ccc(F)cc3)C2=O)cc1,5%,?,2%,/,3%,/,/,12%
O=C(Nc1ccccc1)c1cc([N+](=O)[O-])ccc1N1CCNCC1,3%,-6%,-2%,4%,i,-1%,-12%[9.22 µM],14%
CCOc1ccc(N2C(=O)CC(Sc3nc(C)cc(C)n3)C2=O)cc1 (stereo unspecified),6%,-4%,1%,?,-1%,-1%,?,14%
O=c1[nH]c(=O)n(Cc2ccc(F)cc2)c(O)c1C=NCCN1CCCCC1,5%,2%,-2%,1%,6%,-6%,-1%,0%
CC(=NCCCN1CCOCC1)c1c(O)n(Cc2ccccc2)c(=O)[nH]c1=O,-3%,-2%,-5%,?,0%,-8%,6%,-21%
COc1ccc(CCN)cc1OC,1%,50%[activator],-7%,/,i,/,/,-7%
CCOP(=O)(OCC)C(O)c1ccc(OC)cc1 (stereo unspecified),4%,-2%,-3%,/,-18%,/,/,0%
CC(=O)[O-].CC(=O)[O-].O.O.O.[Pb+2],8%&2%,/,-1%&-3%,15µM*,-3%&-9%,2%&10%,/,0%&2%
CN1CCN(c2ccc([N+](=O)[O-])c(NCc3ccco3)c2)CC1,-7%,-6%,-2%,3%,-2%,-8%,12%,-12%
COc1ccc(C(=O)C(Cc2ccccc2)N(C)C)cc1 (stereo unspecified),0%,-4%,2%,28µM*,0%,0%,-7%,9%
OC(c1ccc(F)cc1)C(c1ccccc1)N1CCOCC1 (stereo unspecified),-11%,1%,2%,-19%,-6%,6%,?,-7%
CCCC(C)n1[nH]c(=O)c2c1NC(=O)CSC2c1ccccc1 (stereo unspecified),-1%,2%,0%,/,-7%,/,/,-8%
Cc1cccn2c(=O)c(C=Nc3ccccc3)c(NCc3ccco3)nc12,1%,0%,2%,?,?,/,1%,/
O=c1[nH]c(=O)n(CCC2=CCCCC2)c(O)c1C=NC1CCN(Cc2ccccc2)CC1,-4%,-2%,1%,-17%,-3%,-70%[inhibitor],?,8%
COc1cc(CN=Cc2c(O)n(C(C)(C)C)c(=O)[nH]c2=O)cc(OC)c1,-2%,-5%,-4%,/,-5%,/,/,-2%
CC1N(C)c2cc(NC(=O)c3ccco3)c(P(=O)(Nc3ccc([N+](=O)[O-])cc3)N3CCOCC3)cc2C1(C)C (stereo unspecified),?,0%,?,-3%,?,-29%,/,211%[activator]
COc1ccc(C2=NCC(=O)N(CC(=O)NCc3ccco3)c3sc4c(c32)CCCC4)cc1,-3%,5%,0%,16µM*,10%,7%,?,1%
CCOC(=O)c1c(C)n(Cc2ccco2)c2c1cc(O)c1ccccc12,-13%,-27%,0%,5%,i,-15%,0%,10%
CCC(=NCCC(c1ccccc1)c1ccccc1)c1c(O)[nH]c(=O)[nH]c1=O,-5%[53 µM],17%,-2%[53 µM],?,-3%,9%,?,8%
CCCCn1c(O)c(C(C)=Nc2ccc3c(c2)CCC3)c(=O)[nH]c1=O,3%,-4%,-3%,/,-2%,/,/,1%
CCN1C[C@]2(COC)[C@H](O)C[C@H](OC)[C@]34C1C([C@H](OC)[C@H]23)[C@]1(OC(C)=O)C2[C@@H](OC(=O)c3ccccc3)C(O)(C[C@H]24)[C@@H](OC)[C@@H]1O,2%&3%,/,0%&1%,7%&9%,i,1%&-5%,?,2%&23%
CN1Cc2ccccc2[C@@H]2c3cccc4[nH]cc(c34)C[C@H]21,-4%&0%,10µM*,?,16µM*!,-11%,-7%,/,44%&32%[activator]
O=C(COc1ccc(Cl)cc1)N1CCN(Cc2ccccc2)CC1,-2%,10%,1%,1%,-5%,-14%,-13%,-1%
O=Cc1c(C(=O)O)n(Cc2ccccc2Cl)c2ccccc12,12%,-7%,1%,?,2%,-20%,7%[46 µM],5%
COC(=O)Nc1cccc(OC(=O)Nc2cccc(C)c2)c1,2%,/,-1%,?,-1%,20%,/,-19%
c1ccc2c3c([nH]c2c1)C1(CCNCC1)NCC3,4%,7%,1%,/,-5%,/,/,1%
CC(c1ccccc1)(c1ccccc1)c1ccncc1,-2%,0%,3%,-2%,-3%,-15%,26%[46 µM],-6%
Oc1c(Cl)cc(Cl)cc1CN1CCN(Cc2ccccc2)CC1,-28%,-19%,1%,?,-9%,5%,?,-8%
CC(C)[C@@]1(NC(=O)[C@@H]2C[C@H]3c4cccc5[nH]cc(c45)C[C@@H]3N(C)C2)O[C@]2(O)[C@H]3CCCN3C(=O)[C@H](Cc3ccccc3)N2C1=O,-2%[53 µM],4%[25.5 µM],-15%[53 µM],3%[20.9 µM],i,12%[20.6 µM],-16%,1%[21.6 µM]
COc1ccc2c3c1O[C@H]1C(=O)CC[C@H]4[C@@H](C2)N(C)CC[C@]314,0%,/,-1%,-4%,-12%,/,?,19%
